# TTR transcr act = TTR transcription activators in neuroblastoma reporter cells, primary screen, cell-based, luminescence, SH-SY5Y, TTR promoter Gaussia luciferase. 100% = recombinant luciferase protein wells. activation, % at 16.7 µM. 1.3% of 92,000 active. AID 1117267, 2014;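 active = activation above the mean of all tested compounds plus 3 SD, cut at about 9.5% in these data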;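 also: cells exposed to compounds for one day before reading; 0% = median of all test compound wells on the plate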
# * = called active by the depositor. An excerpt, so the mix of outcomes need not match the whole.
TTR transcr act | structure
0.3 | COc1ccc(Br)cc1CNC(=O)Cc1cccs1
1.0 | COc1ccc(Cc2c(-c3ccccc3)nc3c4ccccc4ccn23)c(C)c1
-0.2 | O=[N+]([O-])c1ccc(/C=[N+](\[O-])[C@@H]2CCCC[C@@H]2/[N+]([O-])=C/c2ccc([N+](=O)[O-])o2)o1
4.2 | Cc1ccc(OC(=O)Cn2c(C(F)(F)F)nc3ccccc32)cc1
3.8 | Cc1ccc(C(=O)NCC(c2ccco2)N2CCCCC2)s1 (configuration not stated)
8.6 | COCC(=O)Nc1nc(-c2ccc([N+](=O)[O-])cc2)cs1
9.9* | COc1ccc(Cc2nc3ccc(C(=O)NCc4cc(C)no4)cc3o2)cc1OC
1.4 | CCOC(=O)c1ccc(O)c(-n2cc3c(c2-c2ccccc2)c(=O)n(C)c(=O)n3C)c1
-3.1 | FC(F)(F)c1cccc(-c2cc3ccccc3nc2N2CCCC2)c1
0.7 | Cc1nc2nc(C)c(CCC(=O)NCc3ccc4c(c3)OCO4)c(C)n2n1
6.8 | O=C1c2ccccc2C(=O)N1c1ncc(Cc2ccc(Cl)cc2)s1
1.2 | Cc1ccc(CNC(=O)c2ccc(N3CCC4(CC3)CC(c3ccccc3)=NO4)c(NC(=O)c3cccc(C)c3)c2)cc1
-0.2 | Cc1ccc(NC(=O)C2CCCN(S(=O)(=O)c3c(C)noc3C)C2)c(C)c1 (configuration not stated)
-0.2 | Cc1ccc2cc(CCNC(=O)C3CCCC3)c(=O)[nH]c2c1
-2.2 | COc1ccc(Nc2nc3ccccc3n3nnnc23)cc1
5.3 | O=C(NC1CCCCCC1)c1ccccc1-c1ccccc1
-1.0 | CN1CCc2c(sc3c2C(=O)NC(c2ccc(-c4ccc(Cl)cc4)o2)N3)C1 (configuration not stated)
1.3 | Cc1cc(C=NCCO)c(C)n1-c1cc(Cl)ccc1Cl
11* | CC1(c2nnnn2Cc2ccccc2)CCC(=O)N1CCc1ccccc1F (configuration not stated)
-1.6 | O=C(c1ccc(Cl)s1)N1CCCC1
-1.7 | O=c1c(Cl)c(NS(=O)(=O)c2ccccc2)cnn1-c1ccccc1
4.4 | COc1ccc(Nc2nnc(SCC(=O)Nc3cc(C)on3)s2)cc1
1.3 | CC(C)CN(C(=O)CN(C)CC(=O)Nc1ccc(Cl)c(C(F)(F)F)c1)c1c(N)n(CC(C)C)c(=O)[nH]c1=O
4.5 | COc1ccc(NC(=O)CCC(=O)Nc2nnc(C(F)(F)F)s2)c(OC)c1
-1.7 | Cc1ccc(-c2nc3sc4c(c3c(=O)n2N)CCCC4)cc1
-0.3 | Cn1c(SCC(=O)c2ccc(O)cc2O)nnc1-c1ccccc1
1.8 | N#Cc1nc(Cc2cccc3ccccc23)oc1NCCN1CCOCC1
0.7 | COc1ccc(CN2CCNC(=O)C2CC(=O)N(C)CC2CCOCC2)cc1C (configuration not stated)
0.4 | CCN(CCC(=O)Nc1cc(OC)cc(OC)c1)Cc1ccccc1
-0.1 | OC(COc1cccc2ccccc12)CN1CCOCC1 (configuration not stated)
-1.5 | CN(C)C(=O)COc1ccc2c3c(c(=O)oc2c1)CCCC3
-0.8 | COc1ccc(/C(N)=N/OC(=O)CCCc2ccccc2)cc1
-3.2 | O=C1NCCOC(=O)[C@H](Cc2ccc(F)cc2)C/C=C\C[C@@H]1CC(=O)N(CCO)Cc1ccccc1
1.3 | Cc1cccc(N(CC(=O)N2CCCCCC2)S(C)(=O)=O)c1
0.7 | CS(=O)(=O)c1ccc(-c2cn3cc(C(=O)O)ccc3n2)cc1
0.5 | CC(=O)N1CC=C2C(C#N)=C(N)C(C#N)(C#N)[C@H](c3ccoc3)[C@H]2C1
0.0 | CCN(CC)CCNC(C(=O)Nc1ccc([N+](=O)[O-])cc1Br)c1ccccc1 (configuration not stated)
1.8 | COc1ccc([C@@H](NC(=O)OC(C)(C)C)C(=O)OC(C)(C)C)cc1
-0.3 | Cc1cccc2c(=O)c(C(=O)NCc3ccc(F)cc3)c[nH]c12
-0.4 | O=C(CSc1nnnn1C1CCCCC1)N1CCOCC1
-0.1 | COc1cc(C(=O)OC(C)C(=O)N2CCCC2)cc2c1OCCO2 (configuration not stated)
11* | CC(=O)N(C)c1ccc(N=Nc2c(C)[nH]n(-c3ccccc3)c2=O)cc1
-1.5 | COc1cc(C2NC(=S)NC(c3ccccc3)=C2C(C)=O)cc(Br)c1OCC(N)=O (configuration not stated)
1.9 | Cc1ccc(S(=O)(=O)N2C[C@H]3[C@H]4C(=O)N(Cc5ccccc5)C(=O)[C@H]4CC(=O)[C@H]3[C@@H]2c2ccccc2Cl)cc1
-0.8 | Cc1ccc(S(=O)(=O)NCC(=O)N2CCN(c3ccccn3)CC2)cc1
2.4 | Cc1csc(NC(=O)C(NS(=O)(=O)c2ccc(Br)s2)c2ccccc2)n1 (configuration not stated)
0.2 | O=C(NCC1CCCO1)c1cn(Cc2ccccc2)nc1-c1ccccc1 (configuration not stated)
1.8 | O=C(NCCCN1CCOCC1)C(=O)NCC1OCCN1S(=O)(=O)c1ccc(F)cc1 (configuration not stated)
-0.1 | Cc1nc(S/C(=C/c2ccc(-c3ccc(C(=O)O)cc3)o2)C(=O)O)n[nH]1
6.3 | Cc1cc(Cl)ccc1OCCCC(=O)N1CCN(C)CC1
0.2 | O=C1/C(=C\c2ccsc2)N2CCC1CC2
5.9 | Cc1cc(C)cc(C(=O)NC(CC(N)=O)c2ccc(NCCN3CCCC3)c([N+](=O)[O-])c2)c1 (configuration not stated)
1.9 | CC(=O)Nc1ccccc1OCC(=O)NCCc1ccc(Cl)cc1Cl
-0.3 | COc1ccc(NC(=O)Cn2c(NCC(C)O)nc3ccccc32)cc1Cl (configuration not stated)
1.1 | CC(CNC(=O)Cn1ccc(N)nc1=O)c1ccccc1 (configuration not stated)
1.1 | CS(=O)(=O)N1Cc2ccccc2CC1C(=O)OCC(=O)NCc1ccccc1 (configuration not stated)
2.6 | O=C(NC1CCCCC1)C(c1ccncc1)N(Cc1ccc(F)cc1)C(=O)c1ccccn1 (configuration not stated)
4.9 | Cc1cccc(NC(=O)COc2ccccc2C)n1
-1.5 | COc1cccc(NC(=O)C2CCCN2S(=O)(=O)c2ccc3c(c2)C(C)(C)C(=O)N3C)c1 (configuration not stated)
-2.6 | CN(C)S(=O)(=O)c1cccc(COC(=O)c2ccc(Cl)cc2O)c1

# More entries.
TTR transcr act | structure
2.2 | CCOC(=O)CSc1nc2sc(C)c(C)c2c(=O)n1N
0.2 | O=C(Nc1ccc(Cl)cc1)N1CCc2[nH]c3ccccc3c2C1
0.0 | Cc1ccc(Cn2ccc(=O)c(Cc3c(Cl)cccc3Cl)c2C)cc1
-1.3 | CC(C)(C)OC(=O)N1CC(O)CC1C(=O)OCC(=O)c1ccccc1 (configuration not stated)
-1.1 | CCCCCNC(=O)C(c1ccncc1)n1c(=O)c(-c2ccccc2)nc2ccccc21 (configuration not stated)
2.6 | C[n+]1ccccc1N1CCN(c2ccccc2Cl)CC1
1.2 | C[N+](C)(C)CCN(Cc1ccc(Cl)cc1)c1ccccn1
1.2 | CCOc1ccc(N2C(=O)CC(Sc3ccccc3C(=O)O)C2=O)c([N+](=O)[O-])c1 (configuration not stated)
1.0 | COc1ccc(CN2C(=O)CCCC2(C)c2nc3ccccc3[nH]2)cc1 (configuration not stated)
5.1 | CCCCC/C(=N\NC(=O)CCC(=O)NCc1ccccc1)c1ccccc1
2.3 | N#Cc1nc(-c2ccc(F)cc2)oc1N1CCCC1
3.4 | O=S(=O)(c1ccc(-c2nc3ccccc3s2)cc1)N1CCCC1
3.1 | Cc1ccc(C(=O)NCCNc2ncc(C(F)(F)F)cc2Cl)cc1[N+](=O)[O-]
2.7 | CCN(CC)CC(=O)c1c(N)n(Cc2ccccc2)c(=O)n(C)c1=O
1.1 | CN1/C(=C\C(=O)COC(=O)Cn2nnc(-c3ccccc3)n2)C(C)(C)c2ccccc21
-1.6 | NC1=NC(=Nc2ccc(Cl)cc2)c2ccccc21
-2.5 | Cc1cc(C)c2c(n1)sc1c(N3CCCCC3)ncnc12
-0.7 | Cc1cc(C)cc(N2C(=O)CC(n3nc(C)cc3C)C2=O)c1 (configuration not stated)
3.3 | CCSc1sc(CC)cc1C=O
-0.6 | Cc1ccc(-c2ccc(CN3C(C)C(=O)N(Cc4cn(CCC5OCCCO5)nn4)CCS3(=O)=O)cc2)cc1 (configuration not stated)
-1.5 | CCOCCCNS(=O)(=O)c1ccccc1
-1.5 | O=C(CN1C(=O)C2C3C=CC(C3)C2C1=O)NCCc1ccccc1Cl (configuration not stated)
-2.4 | CC(/C=N/NC(=O)c1cc(C2CC2)[nH]n1)=C\c1ccccc1
0.1 | CCSc1nnc(CNC(=O)C23CC4CC(CC(C4)C2)C3)n1C1CCCCC1
0.1 | OCCN1CCN(c2ncnc3c2c(-c2ccccc2)cn3-c2ccc(F)cc2)CC1
-1.1 | Cc1cccc(Oc2nc(-c3ccncc3)nc3ccccc23)c1
3.5 | C[C@@H]1CN([C@H](C)CO)C(=O)c2cc(Br)cnc2O[C@@H]1CN(C)C(=O)c1ccccc1
-6.0 | O=c1c(Cl)c(NCCCO)cnn1-c1nc2ccccc2[nH]1
-2.3 | CCCC(C)NC(=O)c1cc(Cl)ccc1OC (configuration not stated)
-0.6 | O=C(N/N=C/c1ccncc1)C1CC1(c1ccccc1)c1ccccc1 (configuration not stated)
5.0 | COc1ccc(N2CCN(C3CC(=O)NC3=O)CC2)cc1 (configuration not stated)
1.3 | O=C(OCC(=O)C12CC3CC(CC(C3)C1)C2)c1ccccn1
-2.1 | O=C(CC(C(=O)O)C1CCCO1)NCc1ccccc1 (configuration not stated)
-1.5 | O=C(NCCc1ccccn1)C1CCCN(S(=O)(=O)Cc2ccccc2)C1 (configuration not stated)
-0.7 | Cc1ccc(C)c(-n2cc(CNCCCn3cccn3)c(-c3ccccc3)n2)c1
0.5 | Cc1c(C)c2ccc(OC(C)C(=O)N3CC[C@@]4(O)CCCC[C@H]4C3)cc2oc1=O (some centres not stated)
-0.4 | CN(C)C(CNC(=O)CN1C(=O)NC2(CCCC2)C1=O)c1ccccc1 (configuration not stated)
-1.3 | N/C(=N\OC(=O)Nc1cccc(C(F)(F)F)c1)c1ccno1
0.0 | O=C(N/N=C\c1cccs1)c1ccccc1-n1cccc1
-1.1 | CCc1nccn1CCC(=O)N1CCCC(N2CCN(c3ccccc3C)CC2)C1 (configuration not stated)
-8.1 | O=C(NCCc1c[nH]c2ccccc12)OCCCCOC(=O)NCCc1c[nH]c2ccccc12
-0.4 | Cc1nnc(SC(C)C(=O)Nc2ccc(Cl)cn2)n1Cc1ccccc1 (configuration not stated)
17* | COC(=O)c1cc(OC)c(OC)cc1NC(=S)Nc1cccc(Cl)c1
1.3 | CCOC(=O)Cc1nn(C(C)C)c(=O)c2ccccc12
1.3 | O=C(OCc1cn([C@H]2C[C@H](c3ccccc3)N(C(=O)c3cccs3)C[C@@H]2O)nn1)c1ccccc1
1.8 | CCOC(=O)c1cnc2cc(-c3ccc(Br)cc3)nn2c1C
0.0 | NS(=O)(=O)c1ccc(CNS(=O)(=O)Cc2ccc(Cl)cc2)cc1
1.6 | CCc1ccc2nc(SCC(=O)N3CC(=O)Nc4ccccc43)c(C#N)cc2c1
0.3 | COc1ccc(OC)c(NC(=O)c2cc3sccc3n2C)c1
-1.4 | COc1ccc(NC(=O)CSC2=C(C#N)C(c3ccco3)C3=C(CCCC3=O)N2)c(OC)c1 (configuration not stated)
-0.1 | Cc1ccc(NC(=O)CCNS(=O)(=O)c2ccc3c(c2)oc(=O)n3C)cc1C
-1.2 | COc1ccc(C(=O)COc2ccccc2C(N)=O)cc1
-1.5 | O=C(NC1CCCCC1)c1cccnc1Sc1ccccc1Cl
-2.8 | CCNc1oc(/C=C/c2ccc(OCC)cc2)nc1C#N
-2.2 | O=C(COC(=O)c1n[nH]c2ccccc12)Nc1cccc(S(=O)(=O)N2CCOCC2)c1
3.1 | CC(C)(C)OC(=O)CNC(=O)c1nc[nH]c1C(=O)N1CCN(c2ccccc2)CC1
1.3 | COc1ccc(C(C)=O)cc1COC(=O)c1ccc(OCc2c(C)noc2C)cc1
-2.4 | O=C1c2ccccc2CCC12N=NCC2c1ccc(Br)cc1 (configuration not stated)
8.9 | O=C(CNC1CCCCCC1)c1cccs1
0.4 | COc1cc(C(=O)NC(=S)Nc2ccc3c(c2)OCO3)cc(OC)c1OC

# 22 successive entries already listed, for reference:
TTR transcr act | structure
0.0 | O=C(N/N=C\c1cccs1)c1ccccc1-n1cccc1
-1.1 | CCc1nccn1CCC(=O)N1CCCC(N2CCN(c3ccccc3C)CC2)C1 (configuration not stated)
-8.1 | O=C(NCCc1c[nH]c2ccccc12)OCCCCOC(=O)NCCc1c[nH]c2ccccc12
-0.4 | Cc1nnc(SC(C)C(=O)Nc2ccc(Cl)cn2)n1Cc1ccccc1 (configuration not stated)
17* | COC(=O)c1cc(OC)c(OC)cc1NC(=S)Nc1cccc(Cl)c1
1.3 | CCOC(=O)Cc1nn(C(C)C)c(=O)c2ccccc12
1.3 | O=C(OCc1cn([C@H]2C[C@H](c3ccccc3)N(C(=O)c3cccs3)C[C@@H]2O)nn1)c1ccccc1
1.8 | CCOC(=O)c1cnc2cc(-c3ccc(Br)cc3)nn2c1C
0.0 | NS(=O)(=O)c1ccc(CNS(=O)(=O)Cc2ccc(Cl)cc2)cc1
1.6 | CCc1ccc2nc(SCC(=O)N3CC(=O)Nc4ccccc43)c(C#N)cc2c1
0.3 | COc1ccc(OC)c(NC(=O)c2cc3sccc3n2C)c1
-1.4 | COc1ccc(NC(=O)CSC2=C(C#N)C(c3ccco3)C3=C(CCCC3=O)N2)c(OC)c1 (configuration not stated)
-0.1 | Cc1ccc(NC(=O)CCNS(=O)(=O)c2ccc3c(c2)oc(=O)n3C)cc1C
-1.2 | COc1ccc(C(=O)COc2ccccc2C(N)=O)cc1
-1.5 | O=C(NC1CCCCC1)c1cccnc1Sc1ccccc1Cl
-2.8 | CCNc1oc(/C=C/c2ccc(OCC)cc2)nc1C#N
-2.2 | O=C(COC(=O)c1n[nH]c2ccccc12)Nc1cccc(S(=O)(=O)N2CCOCC2)c1
3.1 | CC(C)(C)OC(=O)CNC(=O)c1nc[nH]c1C(=O)N1CCN(c2ccccc2)CC1
1.3 | COc1ccc(C(C)=O)cc1COC(=O)c1ccc(OCc2c(C)noc2C)cc1
-2.4 | O=C1c2ccccc2CCC12N=NCC2c1ccc(Br)cc1 (configuration not stated)
8.9 | O=C(CNC1CCCCCC1)c1cccs1
0.4 | COc1cc(C(=O)NC(=S)Nc2ccc3c(c2)OCO3)cc(OC)c1OC

# Assay outcomes as filed in PubChem.
